Bioassay records (PubChem)
ROC1-CUL1 inh: human ROC1-CUL1 E3 ligase inhibition; P62877+Q13616; in vitro K48 di-Ub FRET, acceptor:donor ratio, 45 min; inhibition, % at 10 µM; hit rate 0.6% among 140,000; AID 1347404; in the data active means inhibition above about 25%
Target sequence (P62877 whole entry, looked up): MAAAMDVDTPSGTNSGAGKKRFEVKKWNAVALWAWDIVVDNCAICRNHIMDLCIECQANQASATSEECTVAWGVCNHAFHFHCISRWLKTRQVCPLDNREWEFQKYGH
Target sequence (Q13616 whole entry, looked up): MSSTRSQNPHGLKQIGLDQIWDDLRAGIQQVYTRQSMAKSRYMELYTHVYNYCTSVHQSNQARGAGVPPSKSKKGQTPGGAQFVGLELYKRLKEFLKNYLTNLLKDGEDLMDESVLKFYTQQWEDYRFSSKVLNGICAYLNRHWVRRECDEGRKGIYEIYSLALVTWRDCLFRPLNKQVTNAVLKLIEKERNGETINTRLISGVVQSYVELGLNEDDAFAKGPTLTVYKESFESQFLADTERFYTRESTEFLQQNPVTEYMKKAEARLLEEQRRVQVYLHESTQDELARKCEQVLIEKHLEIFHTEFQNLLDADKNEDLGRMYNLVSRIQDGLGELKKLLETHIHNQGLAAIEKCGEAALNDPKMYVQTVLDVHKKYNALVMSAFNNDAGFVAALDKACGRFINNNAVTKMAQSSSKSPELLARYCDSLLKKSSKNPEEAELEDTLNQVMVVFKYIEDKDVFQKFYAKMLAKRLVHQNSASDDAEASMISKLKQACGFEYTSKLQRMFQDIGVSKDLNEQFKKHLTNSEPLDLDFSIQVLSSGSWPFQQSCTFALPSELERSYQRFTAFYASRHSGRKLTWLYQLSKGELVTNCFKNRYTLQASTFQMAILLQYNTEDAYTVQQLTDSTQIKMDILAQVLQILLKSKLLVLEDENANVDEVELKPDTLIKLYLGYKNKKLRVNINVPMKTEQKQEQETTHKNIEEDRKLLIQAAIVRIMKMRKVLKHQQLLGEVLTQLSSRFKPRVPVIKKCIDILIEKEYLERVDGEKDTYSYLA
* = called active by the depositor; & = joins results of further samples.

SMILES | ROC1-CUL1 inh
CC(C)Cc1ccc(-c2[nH]nc3c2C(c2ccc(OC(=O)c4ccccc4)cc2)C(C#N)C(=N)O3)cc1 (stereo unspecified) | 1
CSc1ncc(C(=O)NCc2ccc(Cl)cc2)c(C(F)(F)F)n1 | 4
O=S(=O)(c1ccccc1)c1nc(-c2cccs2)oc1SCc1ccc(F)cc1 | -4
O=C(C1CCN(Cc2nc(-c3ccccc3)no2)CC1)N1CCCCC1 | -4
CCNC(=O)C1CCN(S(=O)(=O)c2ccc(SC)cc2)CC1 | -3
CCOC(=O)c1ccc(NC(=O)c2c(NCc3cccc(OC)c3)sc3c2CCC3)cc1 | 6
CS(=O)(=O)c1ncc(-c2ccccc2)cn1 | 2
N#CC1=C2Sc3ccccc3N2C(=N)C(C#N)C1 (stereo unspecified) | 9
Cc1ccc(C)n1Cc1ccccc1 | 1
COc1cc(CC2(CCC(=O)NCCCn3nnc4ccccc43)CCC(=O)N2)ccc1F (stereo unspecified) | -5
CC(NC(=O)C1C2CCC(C2)C1C(=O)O)C1CCCO1 (stereo unspecified) | -6
CO[C@H]1[C@H](NC(=O)c2ccsc2)c2ccccc2C12CCN(Cc1cccc(OCCO)c1)CC2 | 3
Cc1oc(-c2ccccc2F)nc1CS(=O)CC(=O)NC(C)C (stereo unspecified) | -14
C=CCn1nnc(NC(=O)c2ccccc2C)n1 | -2
Cc1nc2nc(=S)[nH]c(N)c2nc1C | 5
Cc1cc(C)c(S(=O)(=O)n2cnc(C)c2)c(C)c1 | -4
Cc1cc(C)cc(-c2cccc3ccc4ccccc4c23)c1 | -3
CCN(CC)c1ccc(NS(=O)(=O)c2ccc3c(c2)CCCN3C(C)=O)c(C)c1 | -8
Cc1cccc(NC(=O)CS(=O)(=O)c2nc(-c3ccccc3)cn2-c2cccc(Cl)c2)c1C | -9
C=C(C)Cn1c(SCC(=O)c2ccc(OC)cc2)nc2sc3c(c2c1=O)CCCC3 | 6
OC12CC3CC4C5CC(CC41)CC2C5C3 | 8
COc1cccc(-c2ccc3c(N)c(C(=O)Nc4nnc(SCc5ccccc5)s4)sc3n2)c1 | 3
CN(C(=O)CC1(c2cccc(C(F)(F)F)c2)CC(=O)N(C2CC2)C1=O)C1CCCCC1 (stereo unspecified) | 9
Cc1c(C(=O)OC2CCCC2)[nH]c2c1C(=O)CC(c1ccc(Cl)cc1)C2 (stereo unspecified) | 6
Brc1c(OCCSc2ncccn2)ccc2ccccc12 | 7

An excerpt from above in order of heavy-atom count, rising:
SMILES | ROC1-CUL1 inh
Cc1nc2nc(=S)[nH]c(N)c2nc1C | 5
OC12CC3CC4C5CC(CC41)CC2C5C3 | 8
CS(=O)(=O)c1ncc(-c2ccccc2)cn1 | 2
C=CCn1nnc(NC(=O)c2ccccc2C)n1 | -2
CC(NC(=O)C1C2CCC(C2)C1C(=O)O)C1CCCO1 (stereo unspecified) | -6
Brc1c(OCCSc2ncccn2)ccc2ccccc12 | 7
Cc1cc(C)cc(-c2cccc3ccc4ccccc4c23)c1 | -3
CSc1ncc(C(=O)NCc2ccc(Cl)cc2)c(C(F)(F)F)n1 | 4
Cc1c(C(=O)OC2CCCC2)[nH]c2c1C(=O)CC(c1ccc(Cl)cc1)C2 (stereo unspecified) | 6
O=S(=O)(c1ccccc1)c1nc(-c2cccs2)oc1SCc1ccc(F)cc1 | -4
CCN(CC)c1ccc(NS(=O)(=O)c2ccc3c(c2)CCCN3C(C)=O)c(C)c1 | -8
C=C(C)Cn1c(SCC(=O)c2ccc(OC)cc2)nc2sc3c(c2c1=O)CCCC3 | 6
CN(C(=O)CC1(c2cccc(C(F)(F)F)c2)CC(=O)N(C2CC2)C1=O)C1CCCCC1 (stereo unspecified) | 9
CCOC(=O)c1ccc(NC(=O)c2c(NCc3cccc(OC)c3)sc3c2CCC3)cc1 | 6
COc1cc(CC2(CCC(=O)NCCCn3nnc4ccccc43)CCC(=O)N2)ccc1F (stereo unspecified) | -5
COc1cccc(-c2ccc3c(N)c(C(=O)Nc4nnc(SCc5ccccc5)s4)sc3n2)c1 | 3
CO[C@H]1[C@H](NC(=O)c2ccsc2)c2ccccc2C12CCN(Cc1cccc(OCCO)c1)CC2 | 3
CC(C)Cc1ccc(-c2[nH]nc3c2C(c2ccc(OC(=O)c4ccccc4)cc2)C(C#N)C(=N)O3)cc1 (stereo unspecified) | 1

The listing continues:
SMILES | ROC1-CUL1 inh
CC(C)c1ccc2c(c1)C(OCCN1CCN(C3Cc4ccc(F)cc4Sc4ccc(C(C)C)cc43)CC1)Cc1ccc(F)cc1S2 (stereo unspecified) | -10
COc1ccc(OC)c(NC(=O)Cc2ccccc2C(=O)O)c1 | 8
Cc1ccc(Sc2ccncc2S(=O)(=O)NC(=O)NC(C)(C)C)cc1 | 9
CCOc1ccc(CNC(=O)CCC(=O)N2CC3CCCN3c3ccccc32)cc1 (stereo unspecified) | 9
CC(C)CC(=O)N1CCN(c2ccc(NC(=O)c3ccccc3)cc2Cl)CC1 | 4
O=C(Cc1ccc(N2CCC(NCCc3cccs3)CC2)cc1)NCc1ccccc1 | 9
COc1ccc(N=c2oc3cc(O)ccc3cc2-c2nc3ccccc3[nH]2)cc1 | 11
N#Cc1c(-c2ccc(Cl)cc2)cc(-c2ccccc2)nc1SCC(=O)Nc1nc2ccccc2s1 | -5
Cc1oc2nc3c(c(=O)n(Cc4ccc(F)cc4)c(=O)n3C)n2c1C | 3
Cc1noc(C)c1C(=O)NCc1ccc(Cl)cc1Cl | 0
N#Cc1ccccc1S(=O)(=O)NC12CC3CC(CC(C3)C1)C2 | 2
Fc1ccc(CNCCCSc2nnnn2-c2ccccc2)cc1 | -3
Cc1nc(N2CCCC(C(=O)NCC3COc4ccccc4O3)C2)nc2cc(S(C)(=O)=O)ccc12 (stereo unspecified) | 4
Cc1ccc(C(C)NS(=O)(=O)c2cccs2)cc1 (stereo unspecified) | -6
CCc1ccc(OC(C)C(=O)N2CCC(c3nc4ccccc4s3)CC2)cc1 (stereo unspecified) | 10
CCOC(=O)c1c(-c2ccccc2)csc1NC(=O)COc1ccccc1C | 0
O=C1c2ccccc2C2N1CCN2c1ccccc1 (stereo unspecified) | 12
COc1ccc(CNCCC(C)C)c(OCC(O)CN2CCN(C)CC2)c1 (stereo unspecified) | -1
COc1ccc(Cl)cc1NC(=O)N1CCCC(CNC(=O)c2cc(C)on2)C1 (stereo unspecified) | 2
O=c1c2sc3ccccc3c2n(Cc2ccccc2F)c(=O)n1Cc1ccccc1 | -8
Fc1ccc(Cc2cn3cc(-c4ccccc4)nc3s2)cc1 | 11
COc1ccc(C(=O)NC2(C(F)(F)F)C(=O)N=C(C)C2C#N)cc1OC (stereo unspecified) | -8
O=C(O)CC12CC3CC(Br)(CC(Br)(C3)C1)C2 | 6
O=C(c1ccc2c(c1)N(Cc1cccc(Cl)c1)C(=O)c1ccccc1S2=O)N1CCN(c2cccc(C(F)(F)F)c2)CC1 (stereo unspecified) | 4
CCc1ccc(CNC(=O)C2CCN(C(=O)c3ccc(-n4c(C)cc5ccccc54)s3)CC2)cc1 | -6

The list continues.
SMILES | ROC1-CUL1 inh
CCOC(=O)N1CCN(C(=O)CCc2ccc(C(C)(C)C)cc2)CC1 | 1
CC(C)C(=O)N1CCN(c2c(Cl)cccc2NC(=O)c2cccc(F)c2)CC1 | 12
O=S1(=O)CC(SCc2ccco2)C2CCCCC21 (stereo unspecified) | 0
COc1cc(OC)cc(C(=O)N2CCN(C(=O)COc3ccccc3)CC2)c1 | 14
COC(=O)/C(C#N)=C/c1c(OC)[nH]c2ccccc12 | -10
Cc1sc2c(c1C)c(=O)n(-c1ccc(Cl)cc1)c(=O)n2Cc1cc(=O)n2ccccc2n1 | 8
NS(=O)(=O)c1ccc(NC(=S)NC(=O)c2ccc(-c3ccccc3)cc2)cc1 | -3
COc1cnc(NCc2cn3cccc(C)c3n2)nc1-c1ccnn1C | 2
COC(=O)c1ccccc1-n1cc2c(c1-c1cccc(C)c1)c(=O)n(C)c(=O)n2C | -8
COc1cccc(NC(=O)CC(=O)Nc2ccc3nc4n(c(=O)c3c2)CCCCC4)c1 | -12
CCOc1ccc(CCNC(=O)C2CCN(Cc3nc(-c4ccccc4C)oc3C)CC2)cc1OCC | 2
O=C(c1ccc2c(c1)OCCO2)N1CCN(C(c2ccccc2)c2ccccc2)CC1 | -4
CN(Cc1ccc2nsnc2c1)Cc1cn[nH]c1-c1ccc2c(c1)OCO2 | 8
COc1ccc(N2CCN(C(=O)c3cccc(NC(=O)c4nsc5ccccc45)c3)CC2)cc1 | 5
COc1cc2c(=O)n(-c3ccccc3)c(=O)n(C)c2cc1OC | 1
CC1(C)CC(=O)C2=C(C1)N(Cc1ccccc1)C1=C(C(=O)CC(C)(C)C1)C2c1cc(Cl)ccc1O | 6
c1ccc(-c2noc(-c3cccc4ccccc34)n2)nc1 | -1
COc1ccc(NC(=O)N2CCC(CN3CCCC3)CC2)c(OC)c1 | 5
Cc1ccc(S(=O)(=O)NCCc2nnc3ccc(SCC(=O)Nc4ccc(OC(F)(F)F)cc4)nn23)cc1 | -3
CN(C)c1ccc(C(CNS(=O)(=O)c2ccc(F)cc2)N2CCCC2)cc1 (stereo unspecified) | -7
COc1cc2nc(N(C)C)c(CNCCc3ccccc3F)cc2c(OC)c1OC | 4
CCS(=O)(=O)N1CCCC(C(=O)Oc2ccccc2Br)C1 (stereo unspecified) | 1
CSc1cccc(NC(=O)C(C)C)c1 | -4&-1
CC(C)Oc1ccc(C(=O)Nc2ccc3c(c2)CCCN3C(=O)c2cccs2)cc1 | -7
CCCCCC(=O)N(CN1C(=O)c2ccccc2C1=O)c1ccc(OCc2ccccc2)cc1 | -7

Continued:
SMILES | ROC1-CUL1 inh
CCOc1ccccc1-c1nc(CN2CCN(c3nonc3C)CC2)c(C)o1 | -4
CCOC(=O)c1cnc(Nc2ccc(OC)cc2)nc1C | 5
CCOc1ccc(NC(=O)Cn2c(=O)n(Cc3ccccc3)c(=O)c3c4c(sc32)CN(C(C)=O)CC4)cc1 | -1
CCc1n[nH]c2c1CN(Cc1ccc(-c3ccc(OC)cc3)o1)CC2 | -7
CCOC(=O)c1sc(N2C(=O)c3oc4cc(C)c(C)cc4c(=O)c3C2c2ccc(C)cc2)nc1C (stereo unspecified) | -15
CCN(CC)CCCN1C(=O)C(=O)C(C(=O)c2ccc(OCc3ccc(C)cc3)cc2)C1c1ccc(O)cc1 (stereo unspecified) | 0
CCOc1cc(/C=N/n2nnnc2N)ccc1OC(C)=O | 0
O=C(NC1CCCCC1)C1CC1c1ccccc1 (stereo unspecified) | -2
COc1cc(SC)ccc1C(=O)N1CCN(c2ccccc2)CC1 | 4
Cc1cccc(N2CCN(C(=O)CCS(=O)(=O)c3ccc4c(c3)CC(=O)N4C)CC2C)c1 (stereo unspecified) | -1
CC(C)C(=O)NC(NC(=S)Nc1cccc2cccnc12)C(Cl)(Cl)Cl (stereo unspecified) | 1
CN1CCN(C(=O)c2ccc(CN3CCOCC3)cc2)CC1 | -1
CC(C)c1ccc(NC(=O)Cn2c(=O)oc3cc(S(=O)(=O)N4CCCC4)ccc32)cc1 | 8
Cn1ccnc1CN1CCc2onc(-c3ccccc3)c2C1 | 2
O=C1NC(=S)N(c2ccccc2)C12CCCCC2 | 12
Cc1cc(NC(=O)CN(C)S(=O)(=O)c2ccc3c(c2)CCCC(=O)N3)ccc1Br | -7
CCOC(=O)C(C#N)C(=O)c1ccc(NC(=O)c2ccco2)cc1 (stereo unspecified) | -4
CCCCn1c(CN2CCCN(C=O)CC2)cnc1S(=O)(=O)CCCC(C)C | 15
Fc1ccccc1N1CCN(c2c3c(nc4nncn24)CCC3)CC1 | 0
O=C(Nc1ccc(Cl)cc1C(=O)NCCO)c1ccco1 | -5
O=C(CSc1nccn1Cc1ccc(F)cc1)NCc1ccco1 | 0
Cc1cc(=O)sc2c1c1ccccc1n2C | 1
Clc1ccc(-c2noc(CN3CCN(Cc4ccc5c(c4)OCO5)CC3)n2)cc1 | -4
CC(=O)Nc1ccccc1OCc1cc(=O)n2c3c(sc2n1)CCCC3 | 4
COc1ccc(NC(=O)c2ccc3c(c2)C(=O)CC(C)=N3)cc1 | -3

(further entries)
SMILES | ROC1-CUL1 inh
CCCOc1ccc(C2C(C(=O)c3ccc4c(c3)OCCO4)C(=O)C(=O)N2CC2CCCO2)cc1 (stereo unspecified) | -2
COCC(=O)Nc1cccc(OC)c1 | 5
Cc1ccc(-c2nc(CS(=O)CC(=O)N3CCN(c4ccccc4)CC3)c(C)o2)cc1 (stereo unspecified) | -5
COc1cc(C)ccc1OCc1nc(C(=O)NC2CCC(O)CC2)co1 (stereo unspecified) | 0
Cc1cc(Nc2ccccc2C)n2nc(Cc3ccc(Cl)cc3)nc2n1 | 2
COCCCNC(=O)CSc1nc2cc(OC)c(OC)cc2c2nc(-c3ccccc3)nn12 | 3
C/C(=C/C(=O)O)C(=O)Nc1ccccc1N1CCN(c2ccc(Cl)cc2)CC1 | 0
COc1cccc(NC(=O)c2ccc3c(c2)C(=O)CC(C)=N3)c1 | -2
CCN1CCN(c2ncc3c(n2)CCN(Cc2ccc(OC)c(OC)c2)C3)CC1 | 0
NC(=O)c1ccccc1Sc1cccc2ccccc12 | 12
C=CCOc1ccc(C(=O)C2C(=O)C(=O)N(CCCn3ccnc3)C2c2ccc(C(C)C)cc2)cc1 (stereo unspecified) | -2
COCCO[C@H]1[C@H](NC(=O)C(C)C)c2ccccc2C12CCN(C(=O)c1ccc(OC)cc1)CC2 | 13
CC(=O)C1C(=O)CC(c2ccccc2)SC1=Nc1ccccc1 (stereo unspecified) | 6
COc1ccc2c(c1)CCC1C2=NC(=S)NC1c1ccccc1 (stereo unspecified) | 1
CCCC(=O)Nc1cc2c(cc1C(C)=O)OCO2 | -2
Cc1ccc(C)c(NC(=O)N2CCC(CN3CCOCC3)CC2)c1 | 10
Cc1cccc(C)c1NC(=O)c1sc(-n2nc(C)c(Cc3ccc4c(c3)OCO4)c2C)nc1C | -11
N#CC1C(=N)Oc2n[nH]c(-c3ccc4c(c3)OCO4)c2C1c1cccc(OC(=O)N2CCOCC2)c1 (stereo unspecified) | 14
Nc1nonc1-c1nc2ccccc2n1CC(=O)Nc1cccc(C(F)(F)F)c1 | 2
C(=N\Nc1nc(-c2ccc(-c3ccccc3)cc2)cs1)/c1ccccc1 | -4
CCc1[nH]n2c(=O)c(CC(=O)OC)c(C)nc2c1-c1ccccc1 | 3
CC(C)c1ccc(/C=C(\C#N)c2nc(-c3ccc(O)cc3)cs2)cc1 | 9
CCC(=O)Nc1cc(C(=O)OCC(=O)C(C)(C)C)ccc1C | -1

A portion of the library (hit frequency here may not be typical).
